Shiga inhibitor = blocks Shiga toxin action in Vero cells; Vero cells, Shiga toxin protein synthesis inhibition reporter; inhibition, % at 38.7 µM; 290,000 tested, 9.2% active; AID 2315; in the data active = inhibition mostly above about 28%, no sharp cut-off; inactive = mostly below about 43%; note: 0% is about no effect
Giardia FBPA inh = blocks Giardia fructose-bisphosphate aldolase activity; A8B2U2; purified Giardia FBPA; Potency, µM (titrated, usually from 59.6 µM), for the others: top-dose activity, negative = inhibition, hits mostly inhibitors; 290,000 tested, 0.71% active; AID 2451; note: potency is the fitted concentration of half-maximal effect; % is set by controls: 0 for no effect and ±100 for the full control effect; nearly all actives have a fitted effect of over 55% in size
Target sequence (A8B2U2 whole entry, looked up): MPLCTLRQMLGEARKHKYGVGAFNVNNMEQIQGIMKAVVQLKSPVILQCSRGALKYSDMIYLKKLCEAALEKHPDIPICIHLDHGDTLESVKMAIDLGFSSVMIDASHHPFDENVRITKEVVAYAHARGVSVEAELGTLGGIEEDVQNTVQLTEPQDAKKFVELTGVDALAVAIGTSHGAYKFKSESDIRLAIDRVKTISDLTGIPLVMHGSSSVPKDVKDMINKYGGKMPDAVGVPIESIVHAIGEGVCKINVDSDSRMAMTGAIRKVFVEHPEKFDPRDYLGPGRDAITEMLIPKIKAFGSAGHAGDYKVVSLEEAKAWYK
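40 nM FBPA preincubated 10 min at RT with compound (up to 57.5 uM final), then substrate plus GAPDH/TPI/NAD/arsenate coupling and diaphorase/resazurin added. Fluorescence read after 20 min at RT, 525/598 nm.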
Sm TGR block = S. mansoni TGR enzyme inhibition. Q962Y6. purified TGR, DTNB reduction, TNB absorbance 405 nm. Potency, µM (top dose mostly 114 µM), without a hit: at the highest dose activity change, negative = inhibition, usual class: inhibitors. 360,000 tested, 3% active. AID 485364; note: potency is the fitted concentration of half-maximal effect; % is set by controls: 0 for no effect and ±100 for the full control effect; nearly all actives have a fitted effect of over 60% in size
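TGR 20 nM + NADPH 100 uM (dispensed conc.), cpd preinc 15 min RT; start with NADPH (500 uM addition) then DTNB (15 mM addition). Kinetic TNB absorbance, 405 nm filter. Four-parameter Hill fit across titration.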
Pf growth 48h = P. falciparum growth inhibition at 48 hours (one generation) | Potency, µM (titrated, usually from 28.7 µM), without a hit: at the top dose activity change, negative = inhibition, usual class: inhibitors | AID 504832 | P. falciparum luciferase growth in erythrocytes, 48 h | 310,000 tested, 5.9% active; note: potency is the fitted concentration of half-maximal effect; % is set by controls: 0 for no effect and ±100 for the full control effect
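Growth was read as firefly luciferase luminescence after a 48 h, 37 C, 5% CO2 exposure of compounds to reporter-bearing P. falciparum cultures (0.1% parasitemia, 2% hematocrit final) in Albumax-supplemented RPMI 1640.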
Pf growth 96h = inhibits malaria parasite growth, 96 h; P. falciparum luciferase reporter growth, 96 h; Potency, µM (series often up to 28.7 µM), without a hit: at the top dose activity change, negative = inhibition, most hits filed as inhibitors; 320,000 tested, 6.9% active; AID 504834; note: potency is the fitted concentration of half-maximal effect; % is set by controls: 0 for no effect and ±100 for the full control effect
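P. falciparum expressing integrated firefly luciferase, in erythrocytes at 2% hematocrit, 0.05% parasitemia, incubated with compounds 96 h at 37 C, 5% CO2. Growth inhibition read as loss of luminescence; two-generation exposure targets delayed-death apicoplast inhibitors.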
Cycloheximide cs = counter-screen hit for Shiga toxin inhibitors, cycloheximide. max response, %. AID 2314. cell reporter, cycloheximide protein synthesis inhibition counterscreen. 300,000 tested, 12% active; in the data active = max response mostly above about 13%, no sharp cut-off; inactive = mostly below about 14%; note: read at 38.3 µM for the half of the compounds with a filed dose; 0% is about no effect
* hit, by the source's call; ? = inconclusive; nt = no result given; & = joins results of further samples; [ ] = another dose, or the depositor's remark. Unless noted, calls come from the whole dose curve; as a rule, active = well fitted curve in the direction sought with a large enough effect; inconclusive = small, poorly fitted or top-dose-only effect, or another doubt; inactive = no such curve, though single readings can be large; an effect the other way counts as inactive or inconclusive.

SMILES	Shiga inhibitor	Giardia FBPA inh	Sm TGR block	Pf growth 48h	Pf growth 96h	Cycloheximide cs
Cc1ccc(C)c(S(=O)(=O)N(C)C2(C)CCS(=O)(=O)C2)c1 (configuration not stated)	nt	nt	-1.2%	29.9%	40.1%[activator]	nt
CCOC(=O)C1CCCN(c2c(NCCN(C)Cc3ccccc3)c(=O)c2=O)C1 (configuration not stated)	-13.0	5.1%	-24.5%	nt	3.3%	-5.7
CCn1c(C)c(C)c2cc(C(=O)NC3CCCCCC3)ccc21	21.3	6.6%	-28.6%	?	24.6%	7.5
Oc1cccc(-c2nc3ccccc3s2)c1	42.7*	-6.9%	7.7%	153.8%[activator]	-5.8%	24.2*
O=C(O)COc1cccc2c1CCC=C2CCO/N=C(\c1ccccc1)c1cccnc1	0.8	?	nt	nt	nt	-3.7
CC(NC(=O)c1ccc(CS(C)(=O)=O)cc1)C1CC2CCC1C2 (configuration not stated)	-11.8	-3.9%	-0.2%	-8.2%	-5.9%	-6.4
O=[N+]([O-])c1ccc(S(=O)(=O)NCCN2CCOCC2)cc1	51.0*	1.8%	12.8%	-25.2%	19.5%	2.2
CC(N=C1NS(=O)(=O)c2ccccc21)C(=O)NCc1ccc2c(c1)OCO2 (configuration not stated)	-7.0	-1.2%	-5.2%	nt	1.2%	-2.6
CC(C)(C)c1ccc2c(c1)OC(C(=O)N/N=C/c1ccc([N+](=O)[O-])o1)CO2 (configuration not stated)	-4.9	-22.0%	?	?	2.94µM*	-1.8
C#CCOCCOCCOCCNc1nc(N2CCN(C(=O)[C@H](CCCCN)n3cc(CCC(=O)O)nn3)CC2)nc(N2CCN(C(=O)[C@H](CCCCN)n3cc(CC(C)O)nn3)CC2)n1 (some centres not stated)	nt	nt	4.2%	3.4%	87.4%[activator]	nt

Entries shown so far that contain a COOH group:
SMILES	Shiga inhibitor	Giardia FBPA inh	Sm TGR block	Pf growth 48h	Pf growth 96h	Cycloheximide cs
O=C(O)COc1cccc2c1CCC=C2CCO/N=C(\c1ccccc1)c1cccnc1	0.8	?	nt	nt	nt	-3.7
C#CCOCCOCCOCCNc1nc(N2CCN(C(=O)[C@H](CCCCN)n3cc(CCC(=O)O)nn3)CC2)nc(N2CCN(C(=O)[C@H](CCCCN)n3cc(CC(C)O)nn3)CC2)n1 (some centres not stated)	nt	nt	4.2%	3.4%	87.4%[activator]	nt

The list continues:
SMILES	Shiga inhibitor	Giardia FBPA inh	Sm TGR block	Pf growth 48h	Pf growth 96h	Cycloheximide cs
Cc1ccc(NC(=O)CSc2nnc(/N=C/N(C)C)s2)cc1	14.1	0.5%	-1.5%	2.3%	-33.2%[5.75 µM]	-0.8
O=C(CN(C(=O)C1CSC(=O)C1)c1ccc(F)cc1)NCc1ccc2c(c1)OCO2 (configuration not stated)	-12.5	-4.4%	-14.9%	-3.3%	?	-4.2
COc1ccc(OCC2NCCc3cc(OC)c(OC)cc32)cc1 (configuration not stated)	-0.8	-8.5%	-31.8%	20.8%	35.5%[activator]	-3.0
CCOC(=O)C/C(=N\Nc1ncnc2ccccc12)c1ccccc1	86.7*	10.0%	-16.5%	34.7%[activator]	136.5%[activator]	35.2*
CCN(CC)CCCNC(=O)c1[nH]c(C)c(C(=O)NC2CCCCC2)c1C	12.7	-3.2%	9.2%	2.4%	5.6%	-6.1
CCN1CCN(c2nc3c(C)cccn3c(=O)c2/C=C(\C#N)S(=O)(=O)c2ccc(Cl)cc2)CC1	-7.4	-4.1%	4.5%	-9.5%	12.7%	-1.5
Cc1ccc(C(=O)c2c3ccc([N+](=O)[O-])cc3[n+]([O-])n2CCC(N)=O)cc1	15.6	-24.4%	?	-20.7%	0.0%	2.8
COc1ccc(NC(=O)C2CCN(S(=O)(=O)c3c(C)noc3/C=C/c3cccs3)CC2)cc1Cl	14.4	nt	6.3%	nt	nt	10.7
Cc1cc(NC(=O)CSc2nc3c(cc2C#N)CCC3)no1	97.1*	-9.7%	3.6%	131.0%[activator]	-1.6%	28.7*
Cc1ccc(CNC(=O)C2CCN(S(=O)(=O)c3cccc4nonc34)CC2)cc1	-2.6	?	-8.1%&15.1%	5.0%	?	-3.7
CCS(=O)(=O)c1ncc(Cl)c(C(=O)Nc2ccc(S(=O)(=O)N3CCCC(C)C3)cc2)n1 (configuration not stated)	-4.7	-4.3%	0.355µM*	11.4%	18.4%	-3.1
Cc1ccc(-c2csc3nnc(SCc4csc(C)n4)n23)cc1	28.0	0.2%	4.7%	?	-1.0%	-3.5
CCOC(=O)Nc1cccc(Nc2ccccc2)c1	16.3	-5.6%	-5.8%	-25.4%	nt	11.5
COc1cccc(C2CC(c3ccccc3)Nc3ncnn32)c1 (configuration not stated)	-16.3	4.2%	-1.6%	-1.2%	?	3.8
Cc1ccc(S(=O)(=O)N2CCC(=O)N(C(COCc3ccc(C(F)(F)F)cc3)C(C)C)CC2)cc1 (configuration not stated)	-7.2	-6.2%	-5.7%	?	10.4µM*	-3.4
COC(=O)c1ccc2c(=O)n(CC3CCCO3)c(SCC(=O)NCCc3ccc(S(N)(=O)=O)cc3)nc2c1 (configuration not stated)	10.4	4.0%	-2.2%	-7.2%	?	-4.2
COc1ccc(Cl)cc1NC(=O)c1cc(-c2ccc(C)cc2O)n[nH]1	-2.0	2.9%	-0.3%	?	-13.7%	-1.5
CSCC[C@H](NC(=O)C(C)Oc1ccc(Cl)cc1)c1nc2ccccc2[nH]1 (some centres not stated)	19.8	3.7%	1.1%	?	6.57µM*	-3.0
O=C(NNC(=O)c1ccc(F)cc1)c1ccncc1	nt	2.7%	-0.9%	1.6%	288.4%[activator]	-1.7
CC1CCCCC1NC(=O)COC(=O)COc1ccc(Cl)cc1 (configuration not stated)	-17.0	-0.5%	-0.4%	nt	9.7%	-4.2
O=c1c(Cc2ccccc2)c(O)nc2n1CCS2	-20.8	-8.5%	-16.0%	?	?	-2.4
c1ccc2c(c1)CCN(c1ncnc3nc[nH]c13)C2	-6.5	-15.7%	0.0%	4.3%	?	-1.6
CC(C)(ONC(=O)Nc1ccccc1Cl)C(=O)O	9.0	7.3%	8.2%	-15.3%	-7.6%	0.5
COc1ccc(N2C(=O)C3CCCN3C2c2ccc(C)o2)cc1 (configuration not stated)	-1.3	0.6%	-13.3%	-9.3%	3.0%	-5.7
COc1ccccc1CCNC(=O)c1cnn2c(C(F)F)cc(C)nc12	-12.0	8.5%	-13.9%	-1.9%	?	-6.2
O=C(Nc1ncc2c(n1)-c1ccccc1CC2)c1ccc(F)cc1	-6.6	-5.9%	0.0%	1.6%	2.2%	-3.0
CS(=O)(=O)N1CCCC(C(=O)N2CCc3ccccc3C2)C1 (configuration not stated)	-2.5	nt	-24.3%	38.0%[activator]	8.1%	6.7
CC1CC(C)CN(CCCNC(=O)c2cc3c(s2)-c2ccccc2OC3)C1 (configuration not stated)	-4.0	nt	13.7%	2.94µM*	19.5%	-3.4
CCCc1nnc(NC(=O)C2CCCO2)s1 (configuration not stated)	52.5	2.8%	-3.3%	29.7%	15.2%	25.2*
C[C@@H](CN1CCC(Cc2ccccc2)CC1)[C@@H](O)c1ccc(O)cc1	nt	-1.2%&1.3%	0.7%	?	-14.1%	nt

Two entries drawn at random from the list so far, as already listed:
SMILES	Shiga inhibitor	Giardia FBPA inh	Sm TGR block	Pf growth 48h	Pf growth 96h	Cycloheximide cs
CCN1CCN(c2nc3c(C)cccn3c(=O)c2/C=C(\C#N)S(=O)(=O)c2ccc(Cl)cc2)CC1	-7.4	-4.1%	4.5%	-9.5%	12.7%	-1.5
COc1ccc(N2C(=O)C3CCCN3C2c2ccc(C)o2)cc1 (configuration not stated)	-1.3	0.6%	-13.3%	-9.3%	3.0%	-5.7

(more compounds)
SMILES	Shiga inhibitor	Giardia FBPA inh	Sm TGR block	Pf growth 48h	Pf growth 96h	Cycloheximide cs
CCOC(=O)c1ccc2[nH]c3c(c2c1)CCCC3	86.8*	0.5%	-3.3%	30.4%[activator]	?	51.0*
CC(C)(C)c1ccccc1NC(=S)NC1CCCC1	-13.7	-6.8%	-1.2%	0.0%	-19.4%	-1.4
Cc1ccc(NCN2C(=O)C3CC=CCC3C2=O)cc1 (configuration not stated)	-7.0	2.7%	-5.7%	24.4%	21.1%	-3.2
O=C(O)c1sccc1S(=O)(=O)N1CCN(c2ccc(C(F)(F)F)cn2)CC1	-6.3	14.1%	-0.1%	10.2%	-5.3%	-1.2
CSCCC(NC(C)=O)C(=O)Oc1ccc2c3c(c(=O)oc2c1)CCCC3 (configuration not stated)	4.9	-2.5%	?	55.4%[activator]	?	12.1
Cn1c(=O)c2c(SCC(=O)Nc3ccccc3F)nc(C3CC3)nc2n(C)c1=O	-4.9	nt	-16.5%	7.0%	?	-1.0
CCOC(=O)CSc1nnc(-c2ccc(S(=O)(=O)N3CCOCC3)cc2)n1-c1ccccc1	1.3	2.7%	4.7%	7.38µM*	nt	-0.3
O=C(Cn1nnc2ccccc2c1=O)NCCc1ccccc1	25.2*	1.1%	-10.7%	-7.1%	-23.6%	15.3
O=C(O)CC(NC(=O)c1ccccc1NC(=O)c1ccccc1)C(=O)O (configuration not stated)	6.7	2.2%	3.6%	30.6%	13.5%	0.6
CCN(CC)CCCNc1nc2cc(OC)c(OC)cc2c2nc(-c3cccnc3)nn12	-6.6	-3.3%	16.4%	4.15µM*	nt	-6.8
COc1ccc(Cc2nnc(NC(=O)Nc3ccccc3)s2)cc1OC	3.5	0.5%	13.9%	-7.1%[0.00184 µM]	?	0.7
CC(C)Oc1cccc(C(=O)NC(=S)Nc2cccc(NC(=O)c3ccccc3Cl)c2)c1	-6.9	-2.0%	-11.3%	-8.0%	?	8.7
Nc1cc(C(=O)OCC(=O)N2CCN(C(=O)COC(=O)c3ccc(Cl)c(N)c3)CC2)ccc1Cl	nt	nt	-0.1%	?	9.7%	nt

Individual results from the entries so far.
Under Giardia FBPA inh, O=C(O)c1sccc1S(=O)(=O)N1CCN(c2ccc(C(F)(F)F)cn2)CC1 has 14.1%
Under Giardia FBPA inh, CCOC(=O)c1ccc2[nH]c3c(c2c1)CCCC3 has 0.5%
